Dengue-2 NS5 capping = Dengue-2 NS5 methyltransferase inhibitors, primary screen, biochemical, confirmation dose response (AID 588689) | Dengue-2 NS5 methyltransferase capping enzyme assay, biochemical; higher % means a stronger effect | inhibition, % at 25 µM; hits with a dose series show IC50 in µM | 0.3% of 340,000 active; in the data active means a potency from the dose series; inconclusive means inhibition above about 29% without an active follow-up result
K1F lysis inhibition = protection from phage-mediated lysis, alamar blue read-out – E. coli UTI89, K1F phage, bacterial capsule biogenesis inhibitors (AID 488966); E. coli UTI89 K1F phage lysis, alamar blue, 2 h; higher % means a stronger effect; inhibition, % at 100 µM; hits with a dose series show IC50 in µM; 0.02% of 340,000 active;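 active means phage lysis inhibition, versus mean bacterial control, above a set limit; inconclusive means no clear call, values can overlap the other calls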;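 further: capsule biogenesis inhibitors block K1F phage lysis so surviving cells raise fluorescence; higher fluorescence means more inhibition of phage lysis; actives were called in the ten point dose series up to 300 µM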
Salmonella PhoP GFP = PhoP-dependent GFP reporter repression – Salmonella Typhimurium, primary screen (AID 1863). S. Typhimurium PhoP-regulated promoter GFP reporter, 4 h; higher % means a stronger effect. 0.16% of 300,000 active. inhibition, % at 50 µM; hits with a dose series show IC50 in µM;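 active means inhibition over 29.93%, a cutoff 3 SD above the screen mean, later confirmed by dose response; inconclusive means inhibition over 29.93% but no dose response follow-up; inactive means inhibition at most 29.93% or unconfirmed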;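 further: 0% = low Mg2+ inducing control and 100% = high Mg2+ repressing control; strong numbers were not always called active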
T cell modulator = T cell immune modulators affecting CD8 T cell-vesicle binding; 2C CD8+ T cell-vesicle binding, flow cytometry; stronger effect = lower value; calls only at 7 µM; 0.068% of 330,000 active; AID 2052;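 active means response, share of CD8 T cells binding vesicles, and their 90th percentile fluorescence all below set limits, cut at about 80% in these data, passing the limit was not always enough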
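incubation = binding step 1.5 h, 37 °C, antibody labelling 20 min, ice | test system = 2C mouse CD8+ T cells | read-out basis = percent CD8+ FL2 mean versus row control | controls = Peptide-free naked vesicles (low) and QL9 vesicles with 0.7% DMSO vehicle (high) | detection = flow cytometry of vesicle-bound cells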
NTR1 agonist = NTR1-driven beta-arrestin-GFP spot formation – imaging, U2OS cells, high content, primary screen (AID 493036) | P30989 | agonist mode | activation, % at 20 µM | 0.17% of 330,000 active;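 active means activation at or above 40% of the spot to cytoplasm intensity ratio, with at least 20 cells analyzed; inconclusive means wells under 20 cells, flagged as cytotoxic or low count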;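 further: 0% = DMSO without peptide and 100% = 100 nM NTR1 peptide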
Target sequence (P30989 whole entry, looked up): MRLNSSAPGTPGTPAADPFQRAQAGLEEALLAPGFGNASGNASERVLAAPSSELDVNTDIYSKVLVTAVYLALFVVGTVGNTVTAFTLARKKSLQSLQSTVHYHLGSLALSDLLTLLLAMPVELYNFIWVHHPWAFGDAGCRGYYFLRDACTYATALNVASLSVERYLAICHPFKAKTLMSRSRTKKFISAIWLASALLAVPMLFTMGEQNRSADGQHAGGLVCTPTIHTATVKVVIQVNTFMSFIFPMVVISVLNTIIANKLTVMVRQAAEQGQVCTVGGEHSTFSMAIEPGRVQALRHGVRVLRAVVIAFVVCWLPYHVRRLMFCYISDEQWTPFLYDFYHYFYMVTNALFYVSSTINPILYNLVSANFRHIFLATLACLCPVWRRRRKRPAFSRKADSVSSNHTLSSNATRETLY
RSV antiviral HEp-2 = RSV antiviral activity via CPE protection, HEp-2 cells, primary 10 µM value included (AID 2391); HEp-2 cells, RSV-induced CPE inhibition; higher % means a stronger effect; CPE inhibition, % at 10 µM; hits with a dose series show IC50 in µM; 0.13% of 310,000 active; in the data active means a potency from the dose series; inconclusive means CPE inhibition mostly from about 23% at the one dose, without a potency; inactive means the rest, 99 in 100 with CPE inhibition below about 21%; further: strong numbers were not always called active
West Nile antiviral = inhibition of WNV-induced cytopathic effect – cell-based, CPE readout (AID 1621). West Nile virus-infected cells, CPE inhibition; higher % means a stronger effect. 0.02% of 290,000 active. CPE inhibition, % at 10 µM, or IC50 in µM where a hit was titrated; in the data active means a potency from the dose series; inconclusive means CPE inhibition mostly from about 3.7% at the one dose, without a potency; inactive means the rest, 99 in 100 with CPE inhibition below about 2.2%; further: strong numbers were not always called active
Large T inhibition = TAg ATPase/helicase activity blockers – biochemical (AID 1903); SV40 large T antigen ATPase/helicase inhibition assay; higher % means a stronger effect; one-dose inhibition, % at 20 µM; IC50 in µM for titrated hits; 0.39% of 310,000 active; in the data active means a potency from the dose series; inconclusive means inhibition mostly from about 32% at the one dose, without a potency; inactive means the rest, 99 in 100 with inhibition below about 32%; further: strong numbers were not always called active
MgcRacGAP inhibition = MgcRacGAP GTPase-activating activity inhibitors, confirmation, biochemical, ADP Hunter fluorescence; MgcRacGAP-stimulated Rac1 GTP hydrolysis, ADP Hunter fluorescence; higher % means a stronger effect; GST-tagged Rac1 F28L mutant substrate; inhibition, % at 30 µM; hits with a dose series show IC50 in µM; 0.6% of 340,000 active; AID 624330;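 active means first-screen hits whose inhibition reached a set limit at any dose in the follow-up dose series; inconclusive means inhibition above the set first-screen limit but never retested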;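 further: fluorescence reports GDP produced by GAP-driven GTP hydrolysis; strong numbers were not always called active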
T cell modulator vesicle-bound % = second read-out of T cell modulator, no call of its own (marks repeat the call); double positive events, %; measured here: CD8+ vesicle-bound cell fraction;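 binding gate set so that unloaded-vesicle control wells show 10% double positive cells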
NTR1 agonist cell count 20 µM = second read-out of NTR1 agonist, no call of its own (marks repeat the call); cell count; measured here: cell count, cytotoxicity flag
Numbers without * were called inactive; i = inactive; ? = inconclusive; . = no result given; [ ] = another dose, or the depositor's remark. Compounds as they come; overall some 1.5% were active at least once.

SMILES	Dengue-2 NS5 capping	K1F lysis inhibition	Salmonella PhoP GFP	T cell modulator	T cell modulator vesicle-bound %	NTR1 agonist	NTR1 agonist cell count 20 µM	RSV antiviral HEp-2	West Nile antiviral	Large T inhibition	MgcRacGAP inhibition
Cc1ccc(N(CC(=O)NCCSCc2ccco2)S(=O)(=O)c2ccc(C)cc2)cc1	6%	0.5%	-1%	i	26	9.2	98	0.4%	-0.3%	8%	8%
O=C(Cn1ncc2c1-c1ccccc1OC2)N(Cc1ccco1)C1CCCCC1	-4%	1.1%	6%	i	25	1.1	82	2.1%	0.0%	11%	10%
COC(=O)c1ccc(NC(=O)Nc2ccc(OC)c(OC)c2)cc1	8%	0.1%	-11%	i	63	-0.7	86	3.1%	-0.5%	2%	11%
CCc1nnc(NC(=O)c2ccc(N(C)S(=O)(=O)c3ccccc3)cc2)s1	-2%	-1.2%	12%	i	14	-0.8	75	-0.1%	.	-5%	10%
C/C(=N\OC(=O)NC1CCCCC1)c1sc(-c2ccccc2)nc1C	-5%	-0.3%	5%	i	56	2.6	102	-0.7%	1.5%	7%	-2%
O=C(COC(=O)C1=COCCO1)Nc1ccccc1Oc1ccccc1	-6%	1.5%[50 µM]	-7%	i	31	1.9	44	0.2%	-0.5%	6%	-2%
COc1ccc(-c2nnc(NC(=O)CS(=O)(=O)c3ccc(F)cc3)o2)c(OC)c1	-6%	0.4%[50 µM]	6%	i	38	-1.0	56	-1.0%	.	10%	2%
CCN1C(N(C)C)=NC[C@@H]1Cc1ccccc1	-2%	1.9%	.	i	16	-3.7	89	-0.2%	.	17%	6%
Cc1ccc(S(=O)(=O)Nc2cc(C)nn2-c2ccccc2)cc1	-4%	0.5%	2%	i	26	-1.1	88	0.7%	0.7%	6%	4%
CC(C)(C)C1CC=C2C(C#N)=C(N)C(C#N)(C#N)C(c3cccs3)C2C1 (centres undefined)	.	.	.	i	54	25	59	?	0.0%	.	.
COc1ccccc1NC(=O)CCCCCN1C(=O)c2cccc([N+](=O)[O-])c2C1=O	-2%	-0.2%	-5%	i	58	-0.3	68	3.5%	0.7%	7%	5%
O=C(O)c1cc2c(cc1NC(=O)C1CCCC1)OCCO2	-2%	0.7%[50 µM]	.	i	16	0.4	51	0.3%	.	.	0%
CCC(CO)N=CC1=C(O)CC(C)(C)CC1=O (centres undefined)	-5%	-0.2%	-9%	i	22	0.8	60	2.8%	-0.3%	15%	-6%
O=C1C(=O)N(CCN2CCOCC2)C(c2ccccc2F)/C1=C(\O)c1ccc(S(=O)(=O)N2CCOCC2)cc1 (centres undefined)	5%	0.1%	9%	i	16	-0.4	50	0.8%	0.1%	1%	4%
O=C(NN=C1CCCCCCCCCCC1)c1cccnc1	-13%	-1.0%	3%	i	38	-0.6	43	-0.8%	0.1%	6%	0%
O=C(Nc1ccc(S(=O)(=O)N2CCOCC2)cc1)c1ccco1	2%	0.2%	4%	i	5	1.4	66	1.2%	0.4%	9%	11%
CC(=O)C1=C(O)C(=O)N(c2nccs2)C1c1ccccc1 (centres undefined)	4%	0.3%	-12%	i	39	-0.4	53	1.5%	0.9%	18%	11%
CC(=O)Nc1ccc(S(=O)(=O)N(CC(=O)Nc2cc(C)on2)Cc2ccc(F)cc2)cc1	-2%	-0.1%	1%	i	31	-1.2	55	0.0%	0.9%	25%	-3%
Cc1ccc(NC(=S)Nc2ccccn2)c(C)c1	-12%	0.3%	-10%	i	30	1.8	44	12%	-1.0%	14%	5%
O=C(NCc1ccncc1)Nc1ccc2c(c1)OCO2	-6%	0.0%	3%	i	57	-0.7	83	1.9%	-0.2%	-2%	15%

Random excerpt: two compounds from above.
SMILES	Dengue-2 NS5 capping	K1F lysis inhibition	Salmonella PhoP GFP	T cell modulator	T cell modulator vesicle-bound %	NTR1 agonist	NTR1 agonist cell count 20 µM	RSV antiviral HEp-2	West Nile antiviral	Large T inhibition	MgcRacGAP inhibition
O=C(O)c1cc2c(cc1NC(=O)C1CCCC1)OCCO2	-2%	0.7%[50 µM]	.	i	16	0.4	51	0.3%	.	.	0%
Cc1ccc(NC(=S)Nc2ccccn2)c(C)c1	-12%	0.3%	-10%	i	30	1.8	44	12%	-1.0%	14%	5%

Next section.
SMILES	Dengue-2 NS5 capping	K1F lysis inhibition	Salmonella PhoP GFP	T cell modulator	T cell modulator vesicle-bound %	NTR1 agonist	NTR1 agonist cell count 20 µM	RSV antiviral HEp-2	West Nile antiviral	Large T inhibition	MgcRacGAP inhibition
O=C1c2cccc3cccc(c23)C(=O)N1CCCCCc1n[nH]c(=S)o1	-3%	-0.9%	-8%	i	23	-0.7	34	4.7%	-0.1%	6%	-2%
COc1ccc2[nH]c(=O)c3c(c2c1)OC(C)(C)C=C3	-1%	1.0%	11%	i	15	-1.8	96	-0.1%	2.2%	11%	10%
O=C(NCC(=O)N1CCC(Cc2ccccc2)CC1)c1ccc(Cl)cc1	-8%	1.7%[50 µM]	-1%	i	61	0.8	58	6.8%	-0.2%	25%	3%
CCOc1ccc(S(=O)(=O)NCCC(=O)NCCOc2ccccc2OC)cc1	4%	0.5%[50 µM]	1%	i	40	-0.6	55	1.1%	.	20%	-5%
CCCCn1c(N)c(N(CC)C(=O)c2cccc(OC)c2)c(=O)[nH]c1=O	-2%	0.2%	12%	i	19	1.3	69	1.8%	-0.2%	11%	3%
Cc1cccc(OCC(=O)Nc2ccc(S(=O)(=O)N3CCCC3)cc2)c1	-4%	-0.3%	0%	i	13	4.0	79	7.6%	.	-1%	4%
O=C(CCCCCN1C(=O)c2ccccc2C1=O)Nc1ccc2c(c1)OCCO2	-5%	1.2%	1%	i	38	-0.8	88	1.3%	0.1%	20%	12%
CC(C)(C)c1csc(Sc2ccc([N+](=O)[O-])cn2)n1	-4%	-0.7%	6%	i	6	-1.1	45	4.0%	0.8%	7%	-15%
CCC(CO)Oc1cc(NCc2ccccc2Cl)c2ncn(C(C)C)c2c1 (centres undefined)	1%	-1.4%	.	i	35	0.3	56	-1.4%	.	.	7%
S=C(NC1CCCCC1)NC1CC2CCC(C1)N2Cc1ccccc1 (centres undefined)	-4%	-2.4%	-6%	i	55	2.8	30	-0.1%	-1.3%	23%	4%

The list goes on; it opens with the four that closed the last part.
SMILES	Dengue-2 NS5 capping	K1F lysis inhibition	Salmonella PhoP GFP	T cell modulator	T cell modulator vesicle-bound %	NTR1 agonist	NTR1 agonist cell count 20 µM	RSV antiviral HEp-2	West Nile antiviral	Large T inhibition	MgcRacGAP inhibition
O=C(CCCCCN1C(=O)c2ccccc2C1=O)Nc1ccc2c(c1)OCCO2	-5%	1.2%	1%	i	38	-0.8	88	1.3%	0.1%	20%	12%
CC(C)(C)c1csc(Sc2ccc([N+](=O)[O-])cn2)n1	-4%	-0.7%	6%	i	6	-1.1	45	4.0%	0.8%	7%	-15%
CCC(CO)Oc1cc(NCc2ccccc2Cl)c2ncn(C(C)C)c2c1 (centres undefined)	1%	-1.4%	.	i	35	0.3	56	-1.4%	.	.	7%
S=C(NC1CCCCC1)NC1CC2CCC(C1)N2Cc1ccccc1 (centres undefined)	-4%	-2.4%	-6%	i	55	2.8	30	-0.1%	-1.3%	23%	4%
Cc1ccc2[nH]c(=O)c(CN(C)C(=O)c3ccccn3)cc2c1	1%	0.1%	2%	i	52	1.8	50	4.7%	0.1%	-1%	4%
Cc1ccc(N2CC(C(=O)Nc3cc(C(F)(F)F)ccc3N3CCCC3)CC2=O)cc1 (centres undefined)	-1%	0.6%[50 µM]	1%	i	23	1.0	64	-0.9%	.	-10%	4%
Cc1cccc(N2CCN(CCNC(=O)c3cc4c(s3)CS(=O)(=O)C4)CC2)c1C	-4%	0.2%	16%	i	33	0.3	42	?	-0.5%	22%	7%
O=C(O)c1ccc[nH]c1=S	10%	0.8%	-13%	i	48	1.6	54	0.8%	0.3%	11%	31%
Cc1[nH]c2ccccc2c1C(c1ccccn1)N1CCCC1 (centres undefined)	-3%	0.3%	-4%	i	39	4.6	50	2.2%	0.4%	13%	11%
CCn1nc(C)cc1C(=O)NC1CC(C)(C)Cc2c1cnn2-c1cccc(F)c1 (centres undefined)	-6%	1.2%	8%	i	22	-0.5	56	2.6%	-1.3%	9%	7%
CN1CCC(=NNC(=O)CN(c2ccccc2)S(=O)(=O)c2ccccc2)CC1	1%	0.1%	7%	i	17	-0.7	61	0.3%	0.0%	25%	6%
O=C(CN1C(=O)CSc2ccc(S(=O)(=O)N3CCOCC3)cc21)NCc1cccnc1	-2%	0.4%	-1%	i	35	1.8	27	0.4%	0.0%	8%	2%
CCCC(=O)Nc1ccc(Cc2ccc(NC(=O)CCC)c(C(=O)O)c2)cc1C(=O)O	-3%	-0.6%	0%	i	58	4.6	33	3.8%	0.2%	-5%	-2%
O=S(=O)(NCc1ccco1)N1CCCCCC1	1%	0.1%	-4%	i	40	-1.3	38	0.1%	-0.1%	8%	14%
O=C1COc2ccc(C(=O)COC(=O)CNC(=O)C3CCCCC3)cc2N1	4%	0.4%	-6%	i	11	0.7	57	-0.8%	0.5%	13%	0%
O=C(c1cc2sccc2n1Cc1ccccc1)N1CCCc2ccccc21	2%	1.9%	1%	i	58	5.4	57	9.5%	0.6%	7%	13%
